Screening data as filed in PubChem.
HTR5A ag ctr: HTR5A agonists in luminescence cell assay, primary screen, counter-screen for OPRM1-OPRD1 heterodimer agonist project, full-deck HTS | 5-hydroxytryptamine receptor 5A (Homo sapiens), P47898 | cell-based | activation, % at 9.3 µM | actives 0.61% (n = 340,000) | AID 504692, 2011; in the data active = activation mostly above about 9.5%, no sharp cut-off; inactive = mostly below about 7.6%;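 also: 0% = cells with vehicle only and 100% = reference agonist; strong numbers were not always called active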
MOR-DOR inv ag: inverse agonists of MOR-DOR heterodimerization, primary screen, cell-based, luminescence; Mu-type opioid receptor (Homo sapiens) + Delta-type opioid receptor (Homo sapiens), …; cell-based MOR-DOR heterodimer luminescence, inverse agonism; inhibition, % at 9.3 µM; actives 0.21% (n = 340,000); in the data active = inhibition above about 22%, passing the limit was not always enough;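 also: 0% = cells with DMSO and 100% = wells without cells with DMSO; values of inactives mirror those of a sister screen read the other way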
CAL PDZ FP: untagged CAL PDZ binding inhibitors, primary screen, biochemical, fluorescence polarization, HTS | actives 0.92% (n = 300,000) | inhibition, % at 24.9 µM | AID 602252, 2012 | purified CAL PDZ, TMR-peptide fluorescence polarization, 1 h;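 active = mean inhibition of at least 30% with at least half of replicates also reaching 30%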;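 also: 0% = DMSO neutral control and 100% = excess unlabeled competitor peptide PRC23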
V-ATPase pHluor: regulators of yeast V-ATPase proton pumping, primary screen, pHLuorin cytosolic pH fluorescence; actives 0.37% (n = 350,000); response, % at 10 µM; S. cerevisiae; in the data active = response mostly above about 7.3%, no sharp cut-off; inactive = mostly below about 5.4%; also: actives read high; inactives centre near 0; some compounds called inactive have numbers as strong as hits; reference of the scale not given here
Keap1-Nrf2 PPI: Keap1-Nrf2 protein-protein interaction inhibitors, primary screen, biochemical, fluorescence polarization, single point; Keap1 Kelch-Nrf2 peptide fluorescence polarization, 1536-well; Kelch-like ECH-associated protein 1 (Homo sapiens), Q14145; actives 0.15% (n = 340,000); inhibition, % at 9.4 µM; in the data active = inhibition above about 12%;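 also: human Keap1 Kelch domain with fluorescein labeled Nrf2 9mer peptide probe; 0% = neutral control wells and 100% = peptide positive control; higher means more block of Keap1 binding to Nrf2 peptide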
cardiac RTF act: cardiac RTF calcium sensitivity activators, primary screen, biochemical, IANBD-TnC fluorescence, EC20 calcium; actives 0.24% (n = 340,000); IANBD-labeled TnC RTF fluorescence at EC20 calcium; 0% EC20 calcium, 100% full calcium; Troponin I, cardiac muscle (Homo sapiens) + Troponin T, cardiac muscle (Homo sapiens) + …; activation, % at 7.2 µM;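 active = activation above the mean over all tested compounds plus 3 SD, cut at about 30% in these data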;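 also: rise in fluorescence read as greater calcium sensitivity of cardiac thin filaments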
LANA DNA inh: inhibitors of KSHV C-LANA binding to DNA, primary screen, biochemical, fluorescence polarization, FAM-LBS DNA, MBP-C-LANA, single point; Kaposi's sarcoma herpesvirus LANA C-terminal domain (residues 932-1162) DNA binding; AID 504423, 2011; inhibition, % at 9 µM; actives 0.078% (n = 340,000);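 active = highest replicate inhibition at or above 60% at 9 µM, even if other replicates fall short; inactive = all replicates below 60% inhibition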;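 also: 0% = neutral control wells and 100% = 4 µM acridine orange control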
RTF Ca sens inh: cardiac RTF calcium sensitivity inhibitors, primary screen, biochemical, IANBD-TnC fluorescence, EC70 calcium; Troponin I, cardiac muscle (Homo sapiens) + Troponin T, cardiac muscle (Homo sapiens) + …; IANBD-labeled cardiac RTF, Ca2+ fluorescence; inhibition, % at 7.15 µM; actives 0.12% (n = 340,000); AID 493244, 2011;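 active = inhibition above the mean inhibition of all tested compounds plus 3 SD, cut at about 17% in these data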;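 also: assay run at fixed EC70 calcium of 1.6 mM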
MOR-DOR ag: agonists of OPRM1-OPRD1 heterodimerization, primary screen, cell-based, luminescence | cells | actives 0.3% (n = 340,000) | activation, % at 9.3 µM | Mu-type opioid receptor (Homo sapiens) + Delta-type opioid receptor (Homo sapiens), …; in the data active = activation above about 18%;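 also: 0% = vehicle-treated cells and 100% = reference agonist; values of inactives mirror those of a sister screen read the other way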
HTR5A inv ctr: HTR5A inverse agonists in luminescence cell assay, primary screen, counter-screen for OPRM1-OPRD1 heterodimer inverse agonist project, full-deck HTS; 5-hydroxytryptamine receptor 5A (Homo sapiens), P47898; HTR5A cell line, inverse agonism; inhibition, % at 9.3 µM; actives 0.083% (n = 340,000); in the data active = inhibition mostly above about 23%, no sharp cut-off; inactive = mostly below about 18%;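 also: 0% = cells with DMSO and 100% = no-cell wells with DMSO; some compounds called inactive have numbers as strong as hits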
* hit, by the source's call; / = no result given.

SMILES | HTR5A ag ctr | MOR-DOR inv ag | CAL PDZ FP | V-ATPase pHluor | Keap1-Nrf2 PPI | cardiac RTF act | LANA DNA inh | RTF Ca sens inh | MOR-DOR ag | HTR5A inv ctr
Cc1cc(NC(=O)CC2Oc3ccccc3NC2=O)ccc1Br (stereo not drawn) | -3 | -19 | -10 | -3 | -2 | 0 | -1.6 | -7 | 4.2 | 11
COc1ccc(S(=O)(=O)N2CCNC(=O)CC2)cc1 | 1 | 10 | -5 | 5 | -3 | 0 | -1.2 | -8 | -2.0 | -2
COc1ccc(CNC(=O)C(c2ccco2)N(C(=O)c2snc(C(N)=O)c2N)c2cccc(OC)c2)cc1 (stereo not drawn) | 0 | 1 | -2 | 4 | 2 | -3 | -1.0 | -11 | -0.2 | 0
CCCCn1c(N)c(N(CCOC)C(=O)COC(=O)C(C)Oc2ccc(Cl)cc2)c(=O)[nH]c1=O (stereo not drawn) | -3 | 8 | -1 | 2 | 1 | 0 | -0.1 | 7 | -1.2 | 8
COc1cc2nc(=S)n(CCCN3CCOCC3)c(N)c2cc1OC | 0 | 12 | 5 | 0 | -43 | 0 | -0.9 | -22 | -2.5 | 0
Cc1ccc2cc(CCNC(=O)c3ccco3)c(=O)[nH]c2c1 | 3 | 4 | -3 | 6 | -8 | 0 | 0.8 | -10 | -0.7 | -2
COc1ccc(NC(=O)CSc2nc3ncccc3[nH]2)cc1OC | -3 | 7 | -8 | 0 | 0 | 1 | 1.3 | -18 | -1.5 | 7
CCCNc1nc(OC(C(F)(F)F)C(F)(F)F)nc(OC(C(F)(F)F)C(F)(F)F)n1 | -3 | 0 | -1 | 3 | 2 | 3 | 0.5 | 0 | 0.0 | 7
Nc1nc2n(n1)C(c1c(F)cccc1Cl)CC(c1ccc(F)cc1)N2 (stereo not drawn) | 0 | 7 | / | 7 | -1 | 1 | -1.3 | -8 | -1.3 | 1
Cc1ccc(SCC(=O)NC2CCS(=O)(=O)C2)cc1 (stereo not drawn) | 5 | -13 | 0 | / | 0 | -3 | -1.0 | 10 | 1.8 | -8
CC(C)(C)c1ccc(NC(=O)c2ccc(=O)[nH]n2)cc1 | -3 | 11 | -4 | 2 | 0 | -2 | -2.5 | -10 | -2.3 | 10
O=C(Nc1cccc(C(F)(F)F)c1)C1=CC=CN2CCS(=O)(=O)N=C12 | 11 | 20 | -1 | -3 | -7 | 0 | 2.2 | -8 | -5.1 | -29

Part of the list above, set out differently:
Structure	HTR5A ag ctr	MOR-DOR inv ag	CAL PDZ FP	V-ATPase pHluor	Keap1-Nrf2 PPI	cardiac RTF act	LANA DNA inh	RTF Ca sens inh	MOR-DOR ag	HTR5A inv ctr
COc1ccc(S(=O)(=O)N2CCNC(=O)CC2)cc1	1	10	-5	5	-3	0	-1.2	-8	-2.0	-2
CCCCn1c(N)c(N(CCOC)C(=O)COC(=O)C(C)Oc2ccc(Cl)cc2)c(=O)[nH]c1=O (stereo not drawn)	-3	8	-1	2	1	0	-0.1	7	-1.2	8
Nc1nc2n(n1)C(c1c(F)cccc1Cl)CC(c1ccc(F)cc1)N2 (stereo not drawn)	0	7	/	7	-1	1	-1.3	-8	-1.3	1
O=C(Nc1cccc(C(F)(F)F)c1)C1=CC=CN2CCS(=O)(=O)N=C12	11	20	-1	-3	-7	0	2.2	-8	-5.1	-29
CC(C)(C)c1ccc(NC(=O)c2ccc(=O)[nH]n2)cc1	-3	11	-4	2	0	-2	-2.5	-10	-2.3	10

Carrying on:
SMILES | HTR5A ag ctr | MOR-DOR inv ag | CAL PDZ FP | V-ATPase pHluor | Keap1-Nrf2 PPI | cardiac RTF act | LANA DNA inh | RTF Ca sens inh | MOR-DOR ag | HTR5A inv ctr
O=C(CC(CC(=O)c1ccccc1)C(=O)O)c1ccccc1 | 5 | 10 | 1 | 2 | -1 | -2 | -0.7 | -8 | -2.0 | 1
O=C(NC1CCCCC1)C(c1ccc(Cl)cc1)N1CCC2(CC1)OCCO2 (stereo not drawn) | 2 | 14 | -2 | -3 | -3 | -8 | -0.3 | 1 | -2.3 | 1
C/C(=N/NC(=O)c1ccco1)c1ccc(Br)s1 | -4 | 4 | -4 | -3 | -7 | -6 | -1.2 | -1 | -0.6 | 22
Nn1c(SCCOc2ccccc2)nnc1-c1cccnc1 | 8 | 12 | -4 | 0 | 2 | 1 | 1.6 | 3 | -2.3 | -28
CCOC(=O)C1CCCN(C(=O)c2ccc(S(=O)(=O)N3CCCC3)cc2)C1 (stereo not drawn) | -4 | -2 | -7 | 6 | 0 | -9 | 0.3 | -2 | 0.2 | 11
COc1ccc(NC(=O)NCCCN2CCCCC2C)cc1 (stereo not drawn) | 4 | 15 | 16 | -5 | 4 | -3 | 0.5 | -4 | -3.0 | -10
O=C(c1sccc1-n1cccc1)N1CCCC1 | 0 | 17 | -4 | 0 | -6 | 10 | -1.0 | -9 | -3.1 | 11
O=C(Nc1ccc2oc(-c3ccccc3Cl)nc2c1)c1ncn[nH]1 | 11 | -5 | -7 | -2 | -8 | -11 | 0.2 | -10 | 0.9 | -29
Cc1[nH]n(-c2ccccc2)c(=O)c1/C=N/N1C(=O)c2ccc3c4c(ccc(c24)C1=O)CC3 | 0 | -1 | -1 | 3 | 2 | -10 | 0.3 | 1 | 0.2 | 17
COc1cccc(/C=N/NC(=S)Nc2cccc(C(=O)O)c2)c1O | 1 | 18 | -3 | -1 | 0 | -1 | -0.5 | -16 | -3.9 | 27
